Screening data deposited in PubChem BioAssay by several laboratories.
OXTR potentiate – potentiates the human oxytocin receptor response | 320,000 tested, 0.061% active | P30559 | activation, % at 3 µM | CHO-OTR cells, Fluo-8 calcium fluorescence, potentiator mode; 0% = oxytocin EC15, 100% = EC100;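 active means activation above that plate's cutoff, the mean activation of tested compounds plus 3 SD, cut at about 6.6% in these data, passing the limit was not always enough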;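 further: 100% uses oxytocin at 75 nM as the full agonist control; some results filed as inactive read as strong as hits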
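Replication – single well per compound, singlicate · Assay system – CHO cell line stably expressing human OTR · Timing – 6 min pre-incubation, 100 s read · Measure – normalized max/min fluorescence ratio, % activation · Doses – 3.0 µM, one dose · Detection – Fluo-8 calcium dye fluorescence · Probe or stimulus – oxytocin near EC15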
OXTR ag – human OXTR agonism; activation, % at 3 µM; P30559; CHO-OTR cells, Fluo-8 calcium fluorescence; normalized: DMSO 0%, oxytocin 100%; AID 2435; 320,000 tested, 0.32% active;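 active means activation above the mean of all tested compounds plus 3 SD, cutoff set per screening run, cut at about 20% in these data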;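 further: peak over basal fluorescence ratio from a 100 s FLIPR kinetic read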
PfM18AAP inh – blocks P. falciparum M18 aspartyl aminopeptidase; recombinant PfM18AAP, H-Glu-NHMec fluorogenic cleavage; 290,000 tested, 1.2% active; inhibition, % at 7.35 µM;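 active means inhibition above the campaign mean inhibition over all tested compounds plus 3 SD, cut at about 28% in these data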;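 further: 0% = plate median of test compound wells and 100% = 2 mM ZnCl2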
MEKK2wt PB1 HTS – raises or lowers MEK5 binding to wildtype human MEKK2 PB1 domain; bead flow cytometry, Alexa488-MEK5 binding to MEKK2 WT; actives lie on both sides; 290,000 tested, 1.1% active; binding response (% of control), % at 10 µM; Q9Y2U5; in the data active means binding response below about 67% or above about 130%
GPR7 antagonist – blocks human GPR7 receptor signaling | P48145 | GPR7-expressing cells, fluorescence antagonist assay | inhibition, % at 4.4 µM | 290,000 tested, 1.1% active | AID 1861; in the data active means inhibition above about 16%, passing the limit was not always enough;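 further: cells stimulated with the agonist NPW; 0% = agonist with vehicle and 100% = vehicle without agonist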
Target sequence (P48145 whole entry, looked up): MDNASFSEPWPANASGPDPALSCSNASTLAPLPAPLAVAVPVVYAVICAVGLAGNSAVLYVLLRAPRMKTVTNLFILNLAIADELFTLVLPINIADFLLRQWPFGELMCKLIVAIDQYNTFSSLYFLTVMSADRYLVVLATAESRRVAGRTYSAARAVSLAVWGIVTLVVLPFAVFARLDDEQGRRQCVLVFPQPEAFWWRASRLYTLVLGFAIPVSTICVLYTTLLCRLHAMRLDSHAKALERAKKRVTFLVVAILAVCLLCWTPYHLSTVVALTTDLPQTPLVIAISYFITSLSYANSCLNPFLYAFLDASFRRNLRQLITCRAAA
GalR3 antagonist – antagonists of human GalR3; inhibition, % at 3 µM; O60755; 360,000 tested, 0.44% active; HEK293 GalR3-CNG cAMP membrane potential fluorescence; galR3 body fused to GalR1 C-terminus;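 active means inhibition above the screen-wide average plus 3 SD, cut at about 13% in these data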;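 further: forskolin and galanin both at EC90 stimulate the cells; cAMP rise reported by CNG channel membrane potential dye signal; 0% = forskolin plus galanin with DMSO and 100% = forskolin alone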
Target sequence (O60755 1-299 limits assumed): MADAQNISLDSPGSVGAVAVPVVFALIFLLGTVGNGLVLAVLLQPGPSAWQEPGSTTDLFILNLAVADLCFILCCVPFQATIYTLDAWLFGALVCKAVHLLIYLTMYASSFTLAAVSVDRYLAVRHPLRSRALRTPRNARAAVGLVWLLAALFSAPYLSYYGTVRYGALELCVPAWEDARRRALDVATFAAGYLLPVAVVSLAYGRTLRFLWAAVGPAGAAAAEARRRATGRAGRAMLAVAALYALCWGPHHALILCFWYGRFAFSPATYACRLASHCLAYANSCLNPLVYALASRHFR
V1R ag counter – counter-screen for oxytocin receptor agonists: human V1a receptor agonists. P37288. CHO-V1R cells, Fluo-8 calcium fluorescence, agonist mode; 0% DMSO, 100% 3 nM vasopressin. activation, % at 3 µM. 320,000 tested, 0.25% active. AID 2797;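 active means activation above the mean activation of all tested compounds plus 3 SD, per screening run, cut at about 20% in these data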;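 further: signal is peak over basal fluorescence ratio across a 100 second FLIPR read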
Target sequence (P37288 whole entry, looked up): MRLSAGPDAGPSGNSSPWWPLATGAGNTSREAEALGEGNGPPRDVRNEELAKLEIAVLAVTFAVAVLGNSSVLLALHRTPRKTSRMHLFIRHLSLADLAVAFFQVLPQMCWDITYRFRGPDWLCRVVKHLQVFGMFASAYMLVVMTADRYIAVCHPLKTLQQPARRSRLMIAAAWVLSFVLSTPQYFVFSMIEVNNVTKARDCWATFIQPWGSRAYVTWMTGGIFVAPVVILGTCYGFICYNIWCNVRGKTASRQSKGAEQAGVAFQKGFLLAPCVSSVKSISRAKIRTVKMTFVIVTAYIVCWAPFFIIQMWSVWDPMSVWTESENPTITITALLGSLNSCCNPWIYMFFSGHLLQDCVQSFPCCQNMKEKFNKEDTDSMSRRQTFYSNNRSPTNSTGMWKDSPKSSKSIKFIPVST
MEKK2 mut-MEK5 – signal of MEK5 binding to mutant human MEKK2 PB1 domain | bead flow cytometry, Alexa488-MEK5 binding to MEKK2 mutant | 290,000 tested, 0.35% active | percent response, % at 10 µM | AID 1530; in the data active means percent response above about 24%, passing the limit was not always enough; further: inactives centre near 1; some results filed as inactive read as strong as hits
NALP1 inh – inhibitors of NALP1 inflammasome in yeast; AID 2071; S. cerevisiae NALP1/ASC/caspase-1 growth, X-gal OD620, 72 h; inhibition, % at 10 µM; 280,000 tested, 0.61% active; in the data active means inhibition mostly above about 24%, no sharp cut-off; inactive means mostly below about 32%; further: some compounds called inactive have numbers as strong as hits
Numbers without * were called inactive; . = not tested or not shown. This is a random part of the collection. About 4.1% of those tested had a hit in this group.

SMILES	OXTR potentiate	OXTR ag	PfM18AAP inh	MEKK2wt PB1 HTS	GPR7 antagonist	GalR3 antagonist	V1R ag counter	MEKK2 mut-MEK5	NALP1 inh
CCOc1cc2[nH]c(=S)n(CCCN3CCOCC3)c(=O)c2cc1OCC	-8	-1.9	19	101	-1	-3	-0.8	1	1
CS(=O)(=O)N(CC(O)CON=C1c2ccccc2-c2ccccc21)c1ccc(F)cc1 (stereo not drawn)	-9	8.3	-12	92	10	-12	6.5	-7	1
CN1CC(=O)N2Cc3[nH]c4ccccc4c3C[C@H]2C1=O	-5	2.1	4	108	-17	-9	3.0	10	-7
COc1cccc(-c2sc3ccc(OC)cc3c2C#CCC(C)O)c1 (stereo not drawn)	-5	-1.1	.	.	.	5	-0.5	.	.
COc1ccccc1C(CNC(=O)c1ccc(C)c(S(=O)(=O)N2CCCCC2)c1)N(C)C (stereo not drawn)	-5	-0.7	.	.	.	-1	0.1	.	.
CNC[C@H]1Oc2ccc(NC(=O)Nc3ccc4c(c3)OCO4)cc2C(=O)N([C@H](C)CO)C[C@@H]1C	4	0.3	.	.	.	15*	-0.1	.	.
CCCCOC(=O)c1ccc(NC(=O)c2ccc(F)cc2F)cc1	-3	-0.7	.	97	.	-4	2.2	0	.
Cc1nnc(SCC(=O)N2CCC(C(=O)Nc3nccs3)CC2)n1Cc1ccccc1	.	.	2	102	-9	-3	.	-2	9
Cc1ccc(S(=O)(=O)Nc2ccc(-n3cnnn3)cc2)cc1	-9	2.3	0	102	-6	4	7.4	3	3
CCOC(=O)c1cnc2oc3ccccc3n2c1=O	-8	-0.4	7	95	0	-11	0.9	-1	6
CCC(=O)Nc1ccc(CCC(=O)N2CCCC2)cc1	2	0.7	-4	106	-8	-8	0.1	4	11
CC(=O)Nc1nc2c(s1)C(=O)NCCC2	-3	0.6	-5	107	1	-3	1.0	3	-13
Cc1ccc(SCCNC(=O)CN(c2ccc3c(c2)OCO3)S(C)(=O)=O)cc1	-16	-1.2	5	112	6	-1	0.2	5	38
CC1(C)CC(=O)C(N=Nc2c(Cl)cc(Cl)cc2Cl)=C(O)C1	-3	-1.5	-1	107	-11	-2	-0.5	0	13
CN(C)CCC(=O)c1ccc(Cl)cc1	-5	0.0	5	112	-8	4	-0.6	27*	-15
CN(CC(=O)Nc1ccccc1C(F)(F)F)C(=O)COc1ncnc2ccccc12	-1	-0.2	-9	96	-3	-6	1.2	-3	-8
CCOC(=O)c1cc(CC)sc1NC(=O)CN1C(=O)C(=O)N(CC(C)C)C1=O	-7	-0.7	.	.	.	-4	2.8	.	.
COc1cc(C(=S)N2CCN(C(c3ccccc3)c3ccccc3)CC2)cc(OC)c1O	.	.	23	96	-37	-4	.	0	-15
NS(=O)(=O)c1ccc(N/C=C\C(=O)c2ccncc2)cc1	-6	0.2	1	91	2	-2	0.0	-10	15
Nc1ccc2nc(SCc3ccc([N+](=O)[O-])cc3)sc2c1	-5	1.1	-5	.	3	.	0.1	.	2
CCN1CCN(CCC(=O)Nc2ccc3c(c2)OCO3)CC1	-7	0.4	-3	113	-10	0	-0.8	4	9
Cn1c(=O)c(=O)n(C)c2cc(S(=O)(=O)CCC(=O)Nc3ccc(C(F)(F)F)cc3)ccc21	-7	0.4	-17	88	-7	-10	-0.3	-10	31
O=C(Oc1cccc2cccnc12)c1cccs1	0	-0.9	-6	100	-10	-3	-1.2	3	14
COC(=O)CCC(=O)OC1(C)C(=O)C=C2C=C(C3CC3)N(c3cccc(C#N)c3)C=C2C1=O (stereo not drawn)	-5	-0.3	.	96	.	-4	-0.7	1	.
Cc1ccccc1CSc1ncc(C#N)c(N)n1	-3	0.3	1	.	1	1	-0.5	.	0

Just MEKK2 mut-MEK5, GPR7 antagonist and GalR3 antagonist, for some of the entries so far:
Compound	MEKK2 mut-MEK5	GPR7 antagonist	GalR3 antagonist
Cc1ccc(SCCNC(=O)CN(c2ccc3c(c2)OCO3)S(C)(=O)=O)cc1	5	6	-1
CC1(C)CC(=O)C(N=Nc2c(Cl)cc(Cl)cc2Cl)=C(O)C1	0	-11	-2
CN(C)CCC(=O)c1ccc(Cl)cc1	27*	-8	4
CN(CC(=O)Nc1ccccc1C(F)(F)F)C(=O)COc1ncnc2ccccc12	-3	-3	-6

Going on with the list:
SMILES	OXTR potentiate	OXTR ag	PfM18AAP inh	MEKK2wt PB1 HTS	GPR7 antagonist	GalR3 antagonist	V1R ag counter	MEKK2 mut-MEK5	NALP1 inh
O=C1OCC(CO)(CO)N=C1NNc1ccccc1Cl	5	0.3	7	100	-4	-9	0.8	1	18
CC(=O)Nc1cccc(C(=O)OCC(=O)NCc2ccc(F)cc2)c1	-2	0.3	-14	98	-15	1	1.7	-2	3
CSCCC(NC(=O)/C(=C\c1ccco1)NC(=O)c1ccco1)C(=O)O (stereo not drawn)	0	1.5	3	110	-8	-10	1.0	17	-5
COc1ccc(C(=O)NNC(=O)CCc2ccccc2OC)cc1	-4	-0.4	-3	97	1	-10	-0.1	1	25
CCOC(=O)c1[nH]c2ccc(OC)cc2c1NC(=O)CN1CCN(c2ccccn2)CC1	-6	0.4	12	.	-2	.	0.3	.	5
O=C(C1CCCO1)N1CCN(S(=O)(=O)c2ccc(Cl)cc2)CC1 (stereo not drawn)	-6	-0.2	-5	110	-8	-2	0.5	10	1
CC(C)N(Cc1ccccc1)C(=O)COC(=O)c1ccc2ncsc2c1	5	-0.2	.	.	.	-7	2.6	.	.
COCCNc1oc(Cc2cccc3ccccc23)nc1C#N	-7	0.4	3	102	-2	-6	-0.5	1	18
O=C(/C=C/c1ccccc1)NC(=S)NNC(=O)Cc1cccs1	-15	13	13	106	-3	-3	2.1	3	-1
COc1cccc2[nH]c(C(=O)NC(C)c3ccccc3)cc12 (stereo not drawn)	-2	-1.8	-1	100	-9	-4	-0.3	-2	2
CN1c2ccc([N+](=O)[O-])cc2N(C)C1(C)c1ccccc1 (stereo not drawn)	.	.	7	93	-5	-11	.	-3	8
Cc1ccc(-n2nnnc2SC(C)C(=O)NCC(=O)Nc2ccc(F)c(F)c2F)c(C)c1 (stereo not drawn)	-11	1.1	0	112	6	-2	5.1	3	30
CCOc1cc(-c2nc3cc(C)ccn3c2NCC2CCCO2)ccc1O (stereo not drawn)	1	-0.1	-1	97	-9	-3	1.2	-2	3
Cc1ccc(S(=O)(=O)N2CCC(C(=O)N3CC(C)OC(C)C3)CC2)cc1 (stereo not drawn)	-7	0.0	0	101	-10	3	-0.2	2	-4
CN1CCC(N(C)C(=O)c2cc(S(=O)(=O)N(C)c3ccccc3)ccc2Cl)CC1	2	0.9	.	.	.	-3	1.2	.	.
NC(=O)c1ccsc1NC(=O)c1coc2ccccc2c1=O	-6	-1.9	4	102	-5	-4	-1.1	2	-4
COc1ccc(/C=N/NC(=S)NC2CCS(=O)(=O)C2)cc1OC (stereo not drawn)	-1	0.2	-11	117	-10	-7	0.6	12	4
O=C(Nc1ccc(S(=O)(=O)N2CCCC2)cc1)c1cccc(OC(F)F)c1	-6	0.7	.	.	.	-3	2.4	.	.
COc1ccc2c(c1)N(C(=O)CN1C(=O)C3CCCCC3C1=O)C(C)(C)C=C2C (stereo not drawn)	-12	-2.5	-4	106	-13	-5	-1.8	8	-1
COC(=O)c1cccc(NC(=O)c2cnccn2)c1	.	.	5	107	24*	-9	.	-1	22
COc1cccc(/C=C/c2nc3c(cnn3-c3ccccc3)c(=O)[nH]2)c1	-19	-0.5	8	.	-2	-4	0.3	93*	-19
Cc1nc([N+](=O)[O-])c(C(=O)OCc2ccccc2F)n1C	-22	-0.4	-5	89	-13	7	-0.6	-8	20
O=C(NC1CCCC1)c1ccc(Br)c(S(=O)(=O)N2CCCCC2)c1	-4	2.1	6	107	9	-9	0.9	4	-10
Cc1ccc(NC(=O)CSCc2cc(=O)n3ccsc3n2)c(C)c1	-4	0.4	-6	100	-8	-3	0.6	-1	14
Cc1cccc(OCc2nnc(NC(=O)c3cccs3)s2)c1	-6	1.9	6	95	-4	-3	1.4	-9	4
Carrying on.
SMILES	OXTR potentiate	OXTR ag	PfM18AAP inh	MEKK2wt PB1 HTS	GPR7 antagonist	GalR3 antagonist	V1R ag counter	MEKK2 mut-MEK5	NALP1 inh
CCOC(=O)c1nc(-c2ccc(OC)c(OC)c2)cnc1C#N	-5	-0.3	0	96	-17	2	0.2	-2	10
CC(C)(C)c1nnc2sc(SCC(=O)c3cccs3)nn2c1=O	-8	1.5	8	96	3	-1	2.1	-3	8
CC1(c2ccccc2Cl)NC(=O)N(CC(=O)NCc2ccco2)C1=O (stereo not drawn)	-4	0.1	-5	99	-4	0	1.2	-4	10
CCn1ccnc1CN1CCN(CC(C)C)C(CCO)C1 (stereo not drawn)	0	0.8	1	105	-13	-5	0.5	4	-7
Cc1c(NS(=O)(=O)c2ccc(Cl)c(C(=O)OC(C)C(=O)NCc3ccco3)c2)c(=O)n(-c2ccccc2)n1C (stereo not drawn)	-26	-1.2	3	107	0	-2	-0.1	1	-10
COc1ccc(C)cc1S(=O)(=O)N(C)CC(=O)N1CCCCC1	0	0.0	3	97	-11	1	1.0	-1	.
C[C@H](NC(=O)c1ccc(C(C)(C)C)cc1)C(=O)N1CCC2(CC1)NCCc1[nH]cnc12	-7	0.2	1	101	-6	-2	0.6	0	35
COc1ccc(-c2n[nH]c(=S)n2-c2cc(OC)ccc2OC)cc1	0	0.0	15	82	-7	-5	-0.1	-21	.
CCCCCCN(C(=O)CCCCCN1C(=O)NC(c2ccccc2)C(C(=O)OCc2ccccc2)=C1C)C(C(=O)NCCCC)c1ccc(OCC(=O)OC)c(C(=O)OC)c1 (stereo not drawn)	.	.	.	92	.	-2	.	2	-6
COc1ccc(/C=C/C(=O)NC2=NCCS2)cc1OC	-9	0.4	1	90	-7	-2	-1.1	-7	4
O=C(Nc1cc(Cl)ccc1Cl)N1CCCC1	-4	-1.1	1	104	-13	1	-0.4	7	10
CN(C)CCn1c2ccccc2c2nc3ccc([N+](=O)[O-])cc3cc21	-3	-0.2	-2	113	-7	-5	-0.5	4	18
Cc1cccc(NC(=O)C2CCN(c3ncnc4c3nc3n4CCCCC3)CC2)n1	-11	5.0	-4	103	-4	-2	5.3	-2	14
Nc1cc(=O)[nH]c(SCC(=O)N2CCCCC2)n1	7	0.2	8	94	11	3	1.1	-8	1
CCc1ccccc1N(CC(=O)N1CCCC1)S(C)(=O)=O	-10	-0.3	-5	90	-14	-11	1.1	-14	22
Cc1ccc(NC(=O)c2cnn(-c3ccccc3)c2NC(=O)c2ccco2)cc1	1	-0.7	3	104	-11	0	0.0	8	26
CCOC(=O)N1CCN(C(=O)COc2cccc3c2CCN(Cc2ccccc2C)C3=O)CC1	-8	1.7	-4	103	-1	1	2.1	14	2
COc1ccc(CN2CCNC(=O)C2CC(=O)N(C)Cc2nccs2)cc1OC (stereo not drawn)	-13	0.2	4	94	3	-2	0.1	-3	6
CCN1CCN(Cc2ccc(NC(=O)c3ccc(C)c(NC(=O)c4csc(-c5ccncc5)n4)c3)cc2C(F)(F)F)CC1	-7	0.4	.	141*	.	1	0.2	9	.
NS(=O)(=O)c1ccc(CNC(=O)C(c2ccccc2)c2ccccc2)cc1	-13	-0.8	-5	106	1	-8	0.7	9	8
